From PubChem
ALOX12 inhib – blocks human 12-lipoxygenase activity. purified 12-hLO, xylenol orange hydroperoxide absorbance. Potency, µM (highest dose often 57.1 µM), for inactives: at the highest dose activity change, negative = inhibition, actives largely listed as inhibitors. actives 0.12% (n = 150,000); also: potency is read from the fitted curve at half-maximal effect; nearly all actives have a fitted effect of over 55% in size; many of its hits are not listed in these tables
Target sequence (P18054 whole entry, looked up): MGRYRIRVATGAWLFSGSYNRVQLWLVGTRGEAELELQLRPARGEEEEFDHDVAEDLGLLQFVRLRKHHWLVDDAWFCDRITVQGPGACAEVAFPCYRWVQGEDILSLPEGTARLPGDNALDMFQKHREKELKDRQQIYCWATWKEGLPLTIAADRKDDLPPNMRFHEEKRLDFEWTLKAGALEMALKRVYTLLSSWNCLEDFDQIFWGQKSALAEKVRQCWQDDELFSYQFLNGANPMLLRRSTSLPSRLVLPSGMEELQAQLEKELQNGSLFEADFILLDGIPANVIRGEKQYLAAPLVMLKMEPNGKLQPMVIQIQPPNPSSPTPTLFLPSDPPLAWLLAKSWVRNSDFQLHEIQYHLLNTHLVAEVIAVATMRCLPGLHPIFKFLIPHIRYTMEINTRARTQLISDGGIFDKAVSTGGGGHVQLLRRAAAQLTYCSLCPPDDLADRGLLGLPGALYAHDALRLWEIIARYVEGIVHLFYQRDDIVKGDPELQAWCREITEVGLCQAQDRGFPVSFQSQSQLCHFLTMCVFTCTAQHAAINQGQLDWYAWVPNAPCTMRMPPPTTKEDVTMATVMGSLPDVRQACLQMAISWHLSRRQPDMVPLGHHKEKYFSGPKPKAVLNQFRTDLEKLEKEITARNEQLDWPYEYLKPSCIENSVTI
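Hydroperoxide output read as Fe(III)-xylenol orange absorbance, 573-to-405 nm ratio, after 30 min reaction with 40 uM arachidonic acid. Enzyme: 150 nM purified human 12hLO, 15 min compound preincubation; 25 mM Hepes pH 7.0, room temperature.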
IMPase inh – IMPase inhibition in cells; P97697; CHO-M1 cells, IP1 accumulation, HTRF TR-FRET ratio; AID 901; 120,000 tested, under 10 active; inhibition (IP1 accumulation), % at 46.1 µM; active = well fitted curve in the direction sought with a large enough effect in the signal ratio, not every such curve was filed as active; inconclusive = small, poorly fitted or top-dose-only effect, or a change in a side signal; inactive = no such curve, though single readings can be large or run the other way; the % refers to the signal ratio;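 also: cells stimulated with carbachol in lithium chloride buffer; plate controls were DMSO basal wells for no effect and reference inhibitor wells for full effect; higher means more IMPase inhibition seen as more IP1 and lower FRET ratio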
Target sequence (P97697 whole entry, looked up): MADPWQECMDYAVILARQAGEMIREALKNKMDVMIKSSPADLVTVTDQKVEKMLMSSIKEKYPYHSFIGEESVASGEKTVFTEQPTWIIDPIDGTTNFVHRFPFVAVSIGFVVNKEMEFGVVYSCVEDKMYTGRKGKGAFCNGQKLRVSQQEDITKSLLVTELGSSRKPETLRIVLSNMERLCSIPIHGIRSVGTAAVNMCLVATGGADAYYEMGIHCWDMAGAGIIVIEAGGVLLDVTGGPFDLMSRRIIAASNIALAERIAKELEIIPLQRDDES
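In this qHTS, compounds (final up to 46 uM) act on CHO-M1 cells that are then activated through the M1 receptor with carbachol, in pH 7.4 buffer containing 50 mM LiCl, for 30 min. IP1 accumulation is quantified by the IP-One immunoassay.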
PNC assembly inh – perinucleolar compartment assembly inhibition. actives 3.1% (n = 140,000). PC3M PTB-GFP, PNC prevalence imaging, 16 h; stronger effect = lower value. AID 2417. activity change (PNC), negative = inhibition, % at 10 µM;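 active = readout at or below -70, meaning at least 70% loss of cells showing the perinucleolar compartment, a nuclear body marking cancer cells; inconclusive = readout between -30 and a set limit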;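 also: plate controls were DMSO wells for no effect and camptothecin positive control wells for full effect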
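PC3M cells stably expressing PTB-GFP, 750–1000 cells/well, treated 16 h at 37 °C with compound (23 nl of library stock), in duplicate. After paraformaldehyde fixation and Hoechst stain, imaged at 20x; PNC prevalence scored by image analysis.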
15-hLO-2 inh – 15-hLO-2 (ALOX15B) enzyme inhibition. O15296. purified 15hLO-2, xylenol orange hydroperoxide absorbance. Potency, µM (titrated, usually from 57.1 µM), for the others: at the highest dose activity change, negative = inhibition, hits mostly inhibitors. actives 0.56% (n = 110,000); also: potency is read from the fitted curve at half-maximal effect; nearly all actives have a fitted effect of over 60% in size; many of its hits are not listed in these tables
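Purified human 15hLO-2 (50 nM final) preincubated with compounds 15 min at room temperature in 25 mM Hepes pH 7.5, 0.01% Triton X-100, then 45 uM arachidonic acid added for 90 min; hydroperoxide detected via ferrous/xylenol orange, 573/405 nm absorbance ratio.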
Active calls of the source: *; ? = inconclusive; / = not tested or not shown; [ ] = remark or other dose. Unless noted, calls follow the shape of the dose curve; as a rule, active = well fitted curve in the direction sought with a large enough effect; inconclusive = small, poorly fitted or top-dose-only effect, or another doubt; inactive = no such curve, though single readings can be large; an effect the other way counts as inactive or inconclusive. Unless noted, % is scaled to controls: 0 for no effect and ±100 for the full control effect. Hits appear at their usual frequency; any-hit rate near 3.1%.

SMILES	ALOX12 inhib	IMPase inh	PNC assembly inh	15-hLO-2 inh
COc1cccc(N2CC(C(=O)Nc3ccc(C(=O)OC(C)C)cc3)CC2=O)c1 (stereo not drawn)	-2%	0	2	3%
Cc1ccc(N2C(=O)C3C4CC(=O)C(c5ccccc54)C3C2=O)cc1 (stereo not drawn)	3%	1	45	2%
CCOC(=O)c1cccc(NC(=O)CSc2nnc(-c3ccoc3C)n2CCOC)c1	11%	15	?	0%
O=C(O)c1cc(=O)c2cc(Cl)ccc2o1	-10%	21	?	16%
CCOC(=O)c1c(NC(=O)CSc2nc3cc(Cl)ccc3s2)sc(C(C)=O)c1C	-4%	/	-23	/
CCOC(=O)C1=C(C)N=C2SC(C)C(=O)N2C1c1ccc(C(=O)OC)cc1 (stereo not drawn)	-10%	9	2	-12%
CCc1nnc(NC(=O)C2CCCN(c3nc(C)cc(C)n3)C2)s1 (stereo not drawn)	0%	8	-4	-8%
CCC(C)NC(=O)CN(c1cc(Cl)ccc1OC)S(C)(=O)=O (stereo not drawn)	-3%	/	2	/
CCOC(=O)CNC(=O)CSc1nnc(Cn2c(=O)sc3ccccc32)n1-c1ccccc1C	-5%	-3	-22	6%
Cc1scc(C(=O)NCc2ccco2)c1-c1ccccc1	-22%	-1	?	-25%
Cc1onc(-c2ccccc2Cl)c1C(=O)NCCN1CCOCC1	0%	5	-2	0%
COc1ccc(/C=C2/SC(c3ccc(C)cc3)=NC2=O)cc1OC	-18%	5	-8	?
Nc1ncnc2c1nc(Br)n2[C@H]1O[C@H]2COP(=O)(O)O[C@H]2[C@@H]1O	-4%	2	/	15%
CC1(O)c2ccccc2C(=O)N1Cc1ccccc1 (stereo not drawn)	-2%	-4	-23	-6%
O=C(O)C1CCCN1C(=O)Nc1ccc(Cl)cc1 (stereo not drawn)	4%	/	27	/
CC(=O)N(CC(=O)Nc1nn(-c2ccccc2)nc1C(N)=O)Cc1ccccc1	-5%	2	-16	7%
CS(=O)(=O)N1CCN(c2ncccn2)CC1	-5%	-3	-23	-1%
CC1CCN(S(=O)(=O)c2ccc(NC(=O)CSc3nnnn3C)cc2)CC1	-1%	3[1.84 µM]	?	-5%[11.4 µM]
CCSc1sccc1C1C(C#N)=C(N)N(c2cccnc2)C2=C1C(=O)CC(C)(C)C2 (stereo not drawn)	-17%	-17	-6	-4%
Nc1nc(CSc2ccccn2)nc(Nc2ccccc2)n1	-1%	8	?	2%
Cc1cc(C)c2[nH]c(=O)c(CN(Cc3ccco3)C(=O)C3CCCO3)cc2c1 (stereo not drawn)	-8%	-7	39	0%
COc1cccc(C(=O)NC2CCN(CC(=O)Nc3nccs3)CC2)c1	3%	0	16	-6%
CCOC(=O)NC(NC(=O)OCC)C(=O)c1ccc(F)cc1	-9%	6	100	-14%
O=C(NC(NC(=S)Nc1c(Cl)cccc1Cl)C(Cl)(Cl)Cl)c1cccc([N+](=O)[O-])c1 (stereo not drawn)	-28%	/	?	/
CCN1CCN(C(=O)c2c(-c3c(F)cccc3Cl)noc2C)CC1	6%	2	9	9%

One compound at a time (already shown). Screens in order: ALOX12 inhib, IMPase inh, PNC assembly inh, 15-hLO-2 inh
Listed for `COc1cccc(C(=O)NC2CCN(CC(=O)Nc3nccs3)CC2)c1` → 3%, 0, 16, -6%
Listed for `Cc1ccc(N2C(=O)C3C4CC(=O)C(c5ccccc54)C3C2=O)cc1` (stereo not drawn) → 3%, 1, 45, 2%
Listed for `Nc1nc(CSc2ccccn2)nc(Nc2ccccc2)n1` → -1%, 8, ?, 2%
Listed for `O=C(O)C1CCCN1C(=O)Nc1ccc(Cl)cc1` (stereo not drawn) → 4%, /, 27, /
Listed for `CCOC(=O)C1=C(C)N=C2SC(C)C(=O)N2C1c1ccc(C(=O)OC)cc1` (stereo not drawn) → -10%, 9, 2, -12%

The results go on.
SMILES	ALOX12 inhib	IMPase inh	PNC assembly inh	15-hLO-2 inh
O=C(NCCC1=CCCCC1)c1ccc(Cl)c([N+](=O)[O-])c1	-17%	/	20	/
c1coc(Cn2c(SCc3nc4ccccc4[nH]3)nnc2-c2cnccn2)c1	-11%	-12	-19	15%
COc1ccc(-c2nnc3sc(-c4ccccn4)nn23)cc1	-4%	5	4	0%
CC(=O)Nc1c(I)c(C(=O)N[C@H]2[C@@H](O)[C@H](O)[C@H](CO)O[C@@H]2O)c(I)c(N(C)C(C)=O)c1I	1%[25.6 µM]	-2[20.6 µM]	/	2%[25.6 µM]
O=C(c1csnn1)N1CCC2(CC1)CN(Cc1cc(C(F)(F)F)cc(C(F)(F)F)c1)C2	0%	/	/	8%
O=C(c1ccco1)N1CCN(C(=O)c2ccc(COc3ccc(F)cc3)o2)CC1	-3%	-1	-14	-6%
CCOC(=O)N1CCN(CC(O)COC2CC(C)CCC2C(C)C)CC1 (stereo not drawn)	5%	3	?	21%
CCN(CC)C(=O)CSc1nc(O)cc(=O)n1CC	1%	3	-10	-2%
CCN(CC)CCOc1cccc(C(C)C)c1	7%	2	34	1%[2.29 µM]
O=C(CSc1nncs1)N1c2ccccc2Sc2ccccc21	-3%	10	-18	-16%
O=C(c1cc(Cl)ccc1[N+](=O)[O-])n1cnc2ccccc21	-5%	/	-4	/
CN(C)CC(O)COc1cc2ccccc2cc1C(=O)N1CCCCC1 (stereo not drawn)	-1%	6	8	5%
O=c1c2c3c(sc2n(CCN2CCCC2)c(=O)n1Cc1ccco1)CCCCC3	-6%	-11	-6	35%[activator]
O=C(c1cc(C2CC2)on1)N1CCOCC1	1%	-1	-27	-2%
O=C(O)CC(CNS(=O)(=O)c1ccccc1)c1ccccc1 (stereo not drawn)	3%	-2	21	-1%
O=C(CN1CCOCC1)Nc1ncc(Cc2ccccc2Cl)s1	6%	-4	?	17%
COc1ccc(Cl)cc1NC(=O)c1ocnc1C	-6%	-12	9	-11%
Cc1ccc2oc3nc(C)c(C(=O)O)cc3c(=O)c2c1	1%	-3	25	10%
O=C(COc1ccccc1Cl)N1CCN(c2ccc([N+](=O)[O-])c(N3CCOCC3)c2)CC1	-1%	9	?	-18%
Cc1c(NC(=O)COC(=O)c2ccc[nH]c2=O)c(=O)n(-c2ccccc2)n1C	-2%	0	-4	/
O=C1c2cccc3cccc(c23)C(=O)N1c1cccnc1	-5%	-16	25	-1%
Cc1ccc(S(=O)(=O)N2CCCC2C(=O)N(C)Cc2cccs2)cc1 (stereo not drawn)	-4%	7	?	0%
COc1cccc(NC(=O)CSc2nnc(-c3cc(C)n(-c4ccccc4)c3C)o2)c1	-9%	9	61	-8%
O=S(=O)(CCc1ccccc1)/N=C/c1cccs1	0%	-11	-103*	-5%
CCN(Cc1ccccc1)C(=O)CC1Oc2ccccc2NC1=O (stereo not drawn)	4%	7	17	-2%

Part of the list above, as comma-separated lines:
SMILES,ALOX12 inhib,IMPase inh,PNC assembly inh,15-hLO-2 inh
O=c1c2c3c(sc2n(CCN2CCCC2)c(=O)n1Cc1ccco1)CCCCC3,-6%,-11,-6,35%[activator]
O=C(c1cc(C2CC2)on1)N1CCOCC1,1%,-1,-27,-2%
O=C(O)CC(CNS(=O)(=O)c1ccccc1)c1ccccc1 (stereo not drawn),3%,-2,21,-1%

Going on with the list:
SMILES	ALOX12 inhib	IMPase inh	PNC assembly inh	15-hLO-2 inh
Cc1nn(CCC(=O)O)c(C)c1C	-1%	3	?	-3%
CCNC(=O)C/C(C)=N/NC(=O)C1CCCCC1	4%	/	29	/
O=C(Oc1ccccc1)N1CCC2(CC1)CCN(c1ccccn1)CC2	-14%	/	/	21%
CCOc1cc(CNc2ncnc3nc[nH]c23)ccc1OC	26%	0	?	4%
C=CCn1c(N)c(C(=O)Nc2ccccc2OC)sc1=S	-26%	0	?	-19%
CCn1cc(C(C)(C)C)c(C#N)c1NC(C)=O	-6%	12	-9	-3%
COc1cc(/C=C/C(=O)Nc2nnc(CC(C)(C)C)s2)cc(OC)c1OC	-6%	/	-5	/
O=C1OC(c2cccs2)=N/C1=C\c1ccc(-c2ccccc2Cl)o1	-9%	?	20	?
COCC(C)OC(=O)c1c(N)n(CC(C)C)c2nc3ccccc3nc12 (stereo not drawn)	-7%	-4	21	-14%
CCc1ccc(-c2cc(C(F)(F)F)n3nc(C(=O)Nc4c(C)nn(Cc5ccc(F)cc5)c4C)cc3n2)s1	-28%	-19	-9	-1%
Cc1nc2ccccc2c2c1C(=O)N(Cc1cccnc1)C2=O	-5%	1	21	-7%
Cc1cc(C)cc(C(=O)Oc2coc(CSc3nnc(NC(=O)C4CC4)s3)cc2=O)c1	1%	8	9	/
COc1ccc(-c2nnc(CSc3ncnc4sc5c(c34)CCC5)o2)cc1OC	1%	7	15	-9%
Nc1ncc(-c2cc3ccccc3oc2=O)s1	-11%	-6	23	-6%
CCCCCCC(=O)Nc1nc(C)c(-c2csc(Nc3cc(Cl)ccc3OC)n2)s1	-18%	2	24	23%
Cc1nc(SCc2ccccc2)c(C(F)(F)F)c(=O)[nH]1	-1%	-5	12	-2%
COC(=O)c1ccc(Oc2nc(C(N)=O)cc(-c3ccccc3)n2)cc1	3%	8	53	-23%
CCOC(=O)c1cc(-c2cccs2)nn1CCC#N	-4%	11	?	0%
CCOC(=O)Cn1cnc2c(nnn2-c2ccc(C)cc2)c1=O	-2%	3	-20	5%
Cc1cc(C)nc(NC(=O)/C=C/c2ccc3c(c2)OCO3)c1	-3%	/	2	/
COc1ccc(CNC(=O)CN(Cc2ccc(C)cc2)S(=O)(=O)c2ccc(Cl)cc2)cc1	-4%	2	?	10%
COc1ccc(C(=O)c2ccc(N3CCN(C4CC(=O)NC4=O)CC3)cc2)cc1F (stereo not drawn)	-3%	1	19	1%
Cc1ccc2nc(-c3ccccn3)cc(C(=O)NC3CCN(C)CC3)c2c1	7%	-4	?	50%[activator]
CCOc1ccc(NC(=O)C(C)Sc2nnc(C)n2C)cc1 (stereo not drawn)	-2%	-6	-8	1%
O=C(NCc1ccco1)c1cc(S(=O)(=O)N2CCCc3ccccc32)ccc1Cl	0%	-1	?	-5%

Remaining list, next part.
SMILES	ALOX12 inhib	IMPase inh	PNC assembly inh	15-hLO-2 inh
CCOCCCN1C(=O)CN(C2CCCCC2)C(=O)C1c1ccc(OC)c(OC)c1 (stereo not drawn)	-6%	0	?	-14%
CCSCCNC(=O)c1cc(-n2cnnc2)ccc1Cl	-4%	3	30	-14%
O=C(c1cnccn1)N1CCC2(CCCN(c3ccccn3)C2)CC1	-3%	/	/	1%
CC(=O)Nc1ccc(S(=O)(=O)Nc2nnc(C3CCCCC3)s2)cc1	-2%	2	10	-7%
CC(C)CC(=O)Nc1ccccc1N1CCCC1	2%	1	?	/
CC1(C)NC(=O)N(CC(=O)OCC(=O)Nc2cc(S(=O)(=O)N3CCCCC3)ccc2Cl)C1=O	-4%	/	6	/
COc1ccc(-c2csc(NC3=NCCCCC3)n2)cc1	-6%	/	28	/
Cc1ccc(C(=O)OCc2cn3ccccc3n2)cc1	0%	-2	9	16%
CCOC(=O)C1CCCN(c2c(NCCN3CCCCC3CC)c(=O)c2=O)C1 (stereo not drawn)	2%	11	-23	4%
CCN(CC)CCCC(C)NC1=NCCCCC1 (stereo not drawn)	4%	-3	30	8%
COc1ccc(/C=C/C(=O)Oc2ccc(/C=N/NC(=O)c3ccccc3)cc2)cc1OC	1%	-9	?	/
NC(=O)C(c1ccccc1)C1CCCC1 (stereo not drawn)	0%	5	12	8%
O=c1c2ccccc2nc(SCc2nc3ccccc3s2)n1Cc1ccco1	-4%	5	-85*	-1%
